TGFb SMAD3 inh – blocks TGF-b signaling | HepG2 CAGA-GFP TGF-b/SMAD3 reporter, GFP fluorescence, 18 h; TGF-beta stimulated, 500 pg/mL final | Potency, µM (top dose mostly 46.1 µM), inactives show at the highest dose activity, negative = inhibition, actives largely listed as inhibitors | hit rate 1.2% among 410,000 | AID 588855; also: potency is read from the fitted curve at half-maximal effect; % is scaled to controls: 0 for no effect and ±100 for the full control effect; nearly all actives have a fitted effect of over 65% in size
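Cell-based qHTS in HEPG2 carrying a CAGA-GFP Smad reporter; compounds added before 500 pg/mL final TGF-beta, 18 h incubation at 37 degrees C, GFP fluorescence quantified per cell by imaging cytometry.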
EPAC2 ag – activates human EPAC2 exchange factor | EPAC2 activation, biochemical qHTS; response scale: 100% = 6.5 mM cAMP response | Potency, µM (titrated, usually from 154 µM), for the others: at the highest dose activation, actives largely listed as activators | hit rate 0.079% among 360,000; also: potency is read from the fitted curve at half-maximal effect; nearly all actives have a fitted effect of over 50% in size
Target sequence (Q8WZA2 whole entry, looked up): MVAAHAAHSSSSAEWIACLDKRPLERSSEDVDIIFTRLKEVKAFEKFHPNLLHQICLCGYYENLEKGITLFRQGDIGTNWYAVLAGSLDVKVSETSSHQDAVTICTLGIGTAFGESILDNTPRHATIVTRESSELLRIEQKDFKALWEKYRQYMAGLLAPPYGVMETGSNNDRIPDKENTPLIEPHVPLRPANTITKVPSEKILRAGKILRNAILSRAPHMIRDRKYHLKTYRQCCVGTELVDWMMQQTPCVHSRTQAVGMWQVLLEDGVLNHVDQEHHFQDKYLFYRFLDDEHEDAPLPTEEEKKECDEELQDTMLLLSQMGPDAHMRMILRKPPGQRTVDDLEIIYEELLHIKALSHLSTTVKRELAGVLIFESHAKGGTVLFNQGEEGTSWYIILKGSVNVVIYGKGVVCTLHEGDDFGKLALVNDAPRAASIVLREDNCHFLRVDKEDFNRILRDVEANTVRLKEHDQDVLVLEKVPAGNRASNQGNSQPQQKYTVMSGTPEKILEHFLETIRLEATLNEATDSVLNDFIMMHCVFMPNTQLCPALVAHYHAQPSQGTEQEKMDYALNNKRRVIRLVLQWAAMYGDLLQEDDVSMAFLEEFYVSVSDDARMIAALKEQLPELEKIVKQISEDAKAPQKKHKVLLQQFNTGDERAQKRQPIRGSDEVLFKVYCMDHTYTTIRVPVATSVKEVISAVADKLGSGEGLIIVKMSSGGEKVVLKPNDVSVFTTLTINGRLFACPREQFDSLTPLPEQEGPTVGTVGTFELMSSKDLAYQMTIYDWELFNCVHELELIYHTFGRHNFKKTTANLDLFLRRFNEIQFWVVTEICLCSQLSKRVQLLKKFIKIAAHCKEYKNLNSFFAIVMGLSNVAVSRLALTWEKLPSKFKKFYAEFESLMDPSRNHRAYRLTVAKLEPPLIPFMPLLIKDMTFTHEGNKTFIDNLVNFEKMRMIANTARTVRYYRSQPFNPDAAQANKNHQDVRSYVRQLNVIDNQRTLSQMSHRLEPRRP
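Setup: EPAC2 100 nM, labeled Rap1B complex 250 nM, free GDP 50 uM. Compound titrations pinned in, brief spin, 5 min room temperature incubation. Kinetic fluorescence read over 30 min, normalized to 6.5 mM cAMP.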
ATXN viability – reduces viability in counter-screen for ATXN expression inhibitors | Potency, µM (titrated, usually from 56.7 µM), most hits filed as cytotoxic | hit rate 0.49% among 400,000 | S2 cells (HEK-293 line with an ATXN2-luciferase reporter) viability, CellTiter-Fluor protease fluorescence, 24 h; also: potency is read from the fitted curve at half-maximal effect; nearly all actives have a fitted effect of over 40% in size
IL-2 act – activates IL-2 in a cell-based reporter assay | IL-2 activation reporter assay, cell-based qHTS; stimulated with anti-CD3/CD4/CD28 beads; in transgenic mouse T cells | AID 652025 | hit rate 0.065% among 360,000 | activation, % (series mostly up to about 46 µM); in the data active = activation above about 50%; inconclusive = mostly about 30% to 49%; also: 0% is about no effect
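First, unstimulated transgenic mouse T cells were exposed to compound for 60 min. Next, anti-CD3/anti-CD4-coated beads with anti-CD28 were added. Finally, after 18 h at 37 degrees C, EGFP and DsRed were imaged.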
ATXN2 expr inh – ATXN2 expression inhibition; HEK-293 ATXN2-luciferase reporter, luminescence, 24 h; Potency, µM (series often up to 57 µM), for inactives: at the highest dose activity change, negative = inhibition, usual class: inhibitors; hit rate 0.72% among 360,000; AID 1745845; also: potency is read from the fitted curve at half-maximal effect; % is scaled to controls: 0 for no effect and ±100 for the full control effect; nearly all actives have a fitted effect of over 55% in size
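qHTS (up to 57 uM final) was run with 24 h compound exposure of reporter cells at 37 °C. Each well was multiplexed: SteadyGlo luminescence measured ATXN2-luciferase expression after a fluorogenic Gly-Phe-AFC viability readout (25 uM final).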
Nrf2 activator – activators of Nrf2 (ARE) signaling. AREc32 ARE-luciferase reporter (MCF7-derived line), luminescence, 24 h. hit rate 0.31% among 410,000. Potency, µM (titrated, usually from 46.1 µM), for inactives: at the top dose activation, most hits filed as activators. AID 624171; also: potency is read from the fitted curve at half-maximal effect; % of control where 0% means no effect; nearly all actives have a fitted effect of over 65% in size
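Each well held 1000 AREc32 cells, which were incubated with compound for 24 hr at 37 deg C after overnight attachment, and ARE reporter activity was quantified by firefly luciferase luminescence.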
Nrf2 inh – Nrf2 pathway inhibition; A549 ARE-Fluc reporter, luciferase luminescence, 18-24 h; Potency, µM (series often up to 46 µM), without a hit: at the highest dose activity change, negative = inhibition, usual class: inhibitors; hit rate 2.1% among 360,000; AID 504444; also: potency is read from the fitted curve at half-maximal effect; % is scaled to controls: 0 for no effect and ±100 for the full control effect; nearly all actives have a fitted effect of over 60% in size
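Nrf2 activity is the BugLite luminescence, read 15 min after reagent at room temperature, following CellTiter-Fluor cytotoxicity readout (30 min, 37C). Compound titrations were applied for 18-24 h to 5000 A549 ARE_Fluc cells/well in 5% FBS OPTI-MEM.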
A549 viability – counter-screen for Nrf2 inhibitors: cytotoxicity in A549 cells; A549 ARE-Fluc cells, CellTiter-Fluor viability, 18-24 h; hit rate 0.16% among 390,000; Potency, µM (top dose mostly 46 µM), inactives show at the top dose activity change, negative = cytotoxicity, actives largely listed as inhibitors; AID 504648; also: potency is read from the fitted curve at half-maximal effect; % is scaled to controls: 0 for no effect and ±100 for the full control effect
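A549 ARE_Fluc cells in 5% FBS OPTI-MEM were exposed to compounds in concentration-response for 18-24 h at 37 deg C. Viability was read by CellTiter-Fluor fluorescence (Ex 405/Em 525) after 30 min, before the luciferase read.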
HepG2 viability – counter-screen for TGF-b inhibitors: cytotoxicity in HepG2 cells; hit rate 0.76% among 410,000; HepG2 CAGA-GFP viability, ATP luminescence, 18 h; Potency, µM (series often up to 46.1 µM), for inactives: at the highest dose activity change, negative = cytotoxicity, hits mostly cytotoxic; also: potency is read from the fitted curve at half-maximal effect; some results filed as inactive show a strong effect at the top dose
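HepG2 CAGA-GFP cells (1000/well, DMEM with 1% FBS) received compound, then TGF-beta at 500 pg/mL final, and were incubated 18 hours at 37 degrees C. Viability was read by CellTiter-Glo luminescence. Media-only wells were set as complete cell-killing and DMSO as no toxicity.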
Numbers without * were called inactive; i = inactive; ? = inconclusive; . = not tested or not shown; [ ] = dose if it differs, or a comment. Unless noted, calls follow the shape of the dose curve; as a rule, active = well fitted curve in the direction sought with a large enough effect; inconclusive = small, poorly fitted or top-dose-only effect, or another doubt; inactive = no such curve, though single readings can be large; an effect the other way counts as inactive or inconclusive.

Sample of the layout, four compounds:
SMILES | TGFb SMAD3 inh | EPAC2 ag | ATXN viability | IL-2 act | ATXN2 expr inh | Nrf2 activator | Nrf2 inh | A549 viability | HepG2 viability
COc1ccc(NC(=O)c2sc3nc(C)nc(N4CCOCC4)c3c2C)c(OC)c1 | -7% | 1% | i | 0.5 | -2% | -0.6% | -9% | 0% | -4%
CCC(C)(C)NC(=O)C(c1ccc(OC)cc1)N(C(=O)CCC(=O)Nc1cc(C)on1)C1CC1 (stereo not given) | 4% | -10% | i | -3.4 | 6% | 2.0% | 7% | -2% | -2%
CCOC(=O)CC(=O)CSc1ncnc2c1oc1ccccc12 | -1% | 5% | i | -0.3 | -11% | 4.0% | ? | -1% | -6%
CC(C)(C)OC(=O)N[C@@H](COCc1ccccc1)C(=O)N[C@@H](CO)[C@H](O)[C@@H]1C[C@@H]1C(=O)NC1CC1 | 1% | 9% | i | 0.4 | -4% | -0.6% | -15% | -8% | 3%

Main list, previewed entries included:
SMILES | TGFb SMAD3 inh | EPAC2 ag | ATXN viability | IL-2 act | ATXN2 expr inh | Nrf2 activator | Nrf2 inh | A549 viability | HepG2 viability
COc1ccc(NC(=O)c2sc3nc(C)nc(N4CCOCC4)c3c2C)c(OC)c1 | -7% | 1% | i | 0.5 | -2% | -0.6% | -9% | 0% | -4%
CCC(C)(C)NC(=O)C(c1ccc(OC)cc1)N(C(=O)CCC(=O)Nc1cc(C)on1)C1CC1 (stereo not given) | 4% | -10% | i | -3.4 | 6% | 2.0% | 7% | -2% | -2%
CCOC(=O)CC(=O)CSc1ncnc2c1oc1ccccc12 | -1% | 5% | i | -0.3 | -11% | 4.0% | ? | -1% | -6%
CC(C)(C)OC(=O)N[C@@H](COCc1ccccc1)C(=O)N[C@@H](CO)[C@H](O)[C@@H]1C[C@@H]1C(=O)NC1CC1 | 1% | 9% | i | 0.4 | -4% | -0.6% | -15% | -8% | 3%
Cc1sc2ncn(CC(=O)NCCCC(=O)N3CCN(c4ccccn4)CC3)c(=O)c2c1C | 15% | 1% | i | -2.0 | 3% | -0.7% | 10% | ? | -1%
O=C(CC(c1ccccc1)c1ccccc1)Nc1ncn[nH]1 | -3% | 0%[15.6 µM] | i | -0.2 | 5% | 2.4% | 17% | 3% | -2%
CC(=O)Nc1cccc(-c2nnc3n2CC(C)S3)c1 (stereo not given) | 12% | 3% | i | 2.5 | -4% | -0.5% | ? | -7% | 2%
CCCCCCCCS(=O)C1CS(=O)(=O)CC1O (stereo not given) | -4% | 6% | i | 1.0 | . | -0.3% | -5% | 0% | -11%
OC(c1cccc(OCc2ccccc2)c1)c1nnc(-c2ccccc2)o1 (stereo not given) | ? | 2% | i | -4.1 | -7% | 0.6% | ? | -6% | -4%
CC1(C2CCCC2)NC(=O)NC1=O (stereo not given) | 10% | 11% | i | -2.6 | -1% | 0.8% | 2% | 1% | 6%
CCc1nc2ccc(C(=O)NCc3ccc(OC)cc3)cn2c1N(C)CCC(C)C | -3% | -12% | i | -0.1 | -13% | -0.9% | . | . | 13%
CC(=O)Nc1cccc(-c2ccnc3c2CC(C)(C(=O)NC(C)C)O3)c1 (stereo not given) | 21% | 17% | i | -0.4 | 3% | -0.8% | . | . | 21%
CC(Nc1ccccc1CO)C(=O)Nc1cccc(Cl)c1Cl (stereo not given) | 4µM* | 5% | i | 0.1 | ? | 3.9% | 0% | -4% | -32%
COc1ccc(S(=O)(=O)Nc2c(O)ccc3ccccc23)cc1OC | -55% | 3% | i | 4.4 | 8% | 0.2% | 11% | -18% | -3%
COc1cc2c(=O)n(Cc3ccccc3)c(=O)n(CC(=O)NCc3ccco3)c2cc1OC | 4% | 17% | i | -0.1 | 3% | 0.5% | -13% | 10% | 3%
CCn1cc(C(=O)N2CCCC2)c(=O)c2cc(S(=O)(=O)N3CCOCC3)ccc21 | -9% | -5% | i | -0.8 | 4% | -0.3% | 11% | -5% | -3%
COc1cccc(N(C(=O)Cn2nnc(-c3ccc(Cl)cc3)n2)C(C(=O)NCC2CCCO2)c2ccc(C)cc2)c1 (stereo not given) | -2% | -4% | i | -1.4 | . | 1.7% | -2% | 1% | -7%
Cc1cccc(NC(=O)c2sc(-n3nc(C)c(CCC(C)C)c3C)nc2C)c1 | 4% | . | i | . | 2% | 0.2% | -7% | 7% | -5%
CC1CC(C)CN(C(=O)COC(=O)c2cncc(Br)c2)C1 (stereo not given) | 6% | 4% | i | -0.2 | 4% | -0.6% | 15% | -2% | -49%
Cc1ccc(C(=O)c2sc3c(c2N)c(=O)[nH]c(=O)n3CCc2ccccc2)cc1 | 12% | 8% | i | -1.1 | -8% | 6.0% | -2% | -2% | 2%
CCCCCC(=O)NN1C(=S)N(c2ccc(OC)cc2)C(=O)C1CC(=O)Nc1ccccc1 (stereo not given) | 0% | 7% | i | 1.1 | -15% | -0.3% | 0% | 2% | -19%
Cc1cccc(CCN=c2c([N+](=O)[O-])nn(-c3ccccc3)n2O)c1 | -27% | 7% | i | -0.5 | ? | 4.0% | ? | -29% | -25%
Cc1ccccc1NC(=O)Nc1nc2ccc(S(C)(=O)=O)cc2s1 | -1% | 8% | i | -3.8 | -3% | 0.5% | ? | 4% | -16%
CC1CCCC(NC(=O)CN(C)S(=O)(=O)c2cnc[nH]2)C1C (stereo not given) | 3% | 15% | i | -0.6 | -9% | -0.3% | -9% | -7% | 2%
COc1ccc(C(=O)C2CCCN(C(=O)Cn3nc(C)cc3C)C2)cc1F (stereo not given) | 13% | 11% | i | -0.3 | -24% | -0.3% | 3% | 3% | -4%
S=C(NCc1ccccc1)Nc1ccc(Oc2ccccc2)cc1 | ? | 21% | i | 0.3 | . | 2.4% | ? | -14% | -38%
COc1ccc(-c2csc(C(C)(O)c3ccc(OC)cc3)n2)cc1 (stereo not given) | -6% | 10% | i | 0.1 | 1% | 0.9% | . | . | -18%
COc1ccc(OC)c(NC(=O)C2C3C=CC(C3)C2C(=O)NCc2cccnc2)c1 (stereo not given) | 12% | 8% | i | 1.4 | 12%[11.3 µM] | -0.5% | -3% | 0% | 7%
COC(=O)C(Cc1ccccc1)NC(=O)c1cc(S(=O)(=O)N(C)C)ccc1Cl (stereo not given) | ? | -12% | i | 2.0 | 25% | 0.0% | 3% | 0% | -28%
Cc1ccc(C(=O)COC(=O)CN2C(=O)C3C4C=CC(C4)C3C2=O)cc1C (stereo not given) | -4% | 3% | i | -1.1 | -15% | -0.5% | 8% | 6% | 1%
CC(C)COC(=S)Nc1ccccc1 | -10% | -4% | i | -0.1 | 16% | 3.0% | 17% | 0% | -7%
CC(C)c1ccccc1-n1c(SCC(=O)N2CCc3ccccc3C2)nc2ccccc2c1=O | ? | 14% | ? | -0.5 | -35% | 0.1% | 8.2µM* | -16% | -1%
Clc1ccc(-n2cccc2)cn1 | -17% | 5% | ? | -3.5 | . | 3.1% | 7% | 8% | -3%
COc1cc(NC(=O)c2ccc(Cl)cc2)c(OC)cc1Cl | -2% | 8% | i | 1.6 | 6% | 5.9% | 8% | -4% | -4%
Cn1c(CN2CCN(C(=O)c3ccco3)CC2)nc2cc([N+](=O)[O-])ccc21 | -8% | 6% | i | -0.3 | 3% | 5.7% | -6% | 3% | -16%
Cc1cccc(CNC(=O)CCCN2C(=O)c3cccnc3Oc3ccccc32)c1 | ? | . | . | . | . | 1.0% | -8% | -1% | -21%
CCCN(CC(=O)Nc1ccccc1C)C(=O)/C=C/c1cccs1 | 0% | 2% | i | 0.9 | -8% | -0.9% | 8% | -1% | 8%
CCCSc1nnc(NC(=O)CSc2sc3c(O)cc(=O)[nH]c3c2C#N)s1 | 8% | 4% | ? | 1.2 | 7% | -0.7% | 3% | -4% | 7%
O=C1CC(Nc2ccc(N3CCOCC3)cc2)C(=O)N1Cc1ccccc1 (stereo not given) | 12% | 9% | i | 0.1 | 10% | -0.1% | 5% | 5% | -11%
CN1CCN(c2nc(-c3ccccc3)c3cc(Cl)ccc3n2)CC1 | -4% | 11% | i | -0.4 | -15% | 3.1% | 0% | 10% | -15%
CCN(C(N)=S)c1ccccc1 | 13% | 10% | i | 3.4 | 7% | 0.2% | -7% | -13% | -1%
CC(C)c1cc(C(=O)Nc2sc3c(c2C#N)CCC3)no1 | 6% | 0% | ? | 12 | 53%[activator] | 2.5% | -12% | 0% | -5%
CC1CN(C(=O)c2ccc(NS(=O)(=O)c3ccc(F)c(F)c3)cc2)CC(C)O1 (stereo not given) | 3% | -6% | i | -2.4 | 4% | 3.8% | -30% | 5% | 3%
Cc1cc(C(=O)N/N=C/c2c(CO)cnc(C)c2O)c2ccccc2n1 | 27% | -1% | ? | -1.7 | ? | -1.3% | -19% | -6% | -11%
Cc1ccc(-c2csc3nc4c5ccccc5c(NCCCN(C)C)nn4c(=O)c23)cc1 | ? | -6% | i | -0.5 | -30% | 3.4% | 17% | 1% | 14µM*
CC(C)OC(=O)CSc1nnc(-c2ccc(Cl)cc2Cl)o1 | -1% | -6% | i | 0.1 | -13% | 0.1% | 4% | 0% | -4%
Cc1ccc(S(=O)(=O)N[C@H](C(=O)N2CCC(C(=O)N[C@H](C(=O)O)c3ccccc3)CC2)C(C)C)cc1 | 11% | -5% | i | 0.6 | -2% | -0.2% | 2% | 19% | 0%
O=C(CSc1nc2ccccc2c(=O)n1Cc1ccc(F)cc1)NCc1cccs1 | -6% | 6% | i | -2.0 | . | -0.6% | ? | -6% | 1%
C=C(C)C(=O)Nc1ccc2c(c1)OCCOCCOCCO2 | -2% | -7% | i | 2.8 | -1% | -0.3% | 6% | 3% | 2%
Cc1cnc(C(=O)OCC(=O)Nc2cccc3ccccc23)cn1 | -3% | 1% | . | 1.3 | . | -0.1% | 13% | 1% | -3%
